PLAP activator: activates human placental alkaline phosphatase. purified PLAP enzyme, luminescent substrate read-out; stronger effect = higher value. activation fold at 20 µM. 96,000 tested, 1.2% active. AID 696; in the data active = activation fold above about 2
Target sequence (P05187 whole entry, looked up): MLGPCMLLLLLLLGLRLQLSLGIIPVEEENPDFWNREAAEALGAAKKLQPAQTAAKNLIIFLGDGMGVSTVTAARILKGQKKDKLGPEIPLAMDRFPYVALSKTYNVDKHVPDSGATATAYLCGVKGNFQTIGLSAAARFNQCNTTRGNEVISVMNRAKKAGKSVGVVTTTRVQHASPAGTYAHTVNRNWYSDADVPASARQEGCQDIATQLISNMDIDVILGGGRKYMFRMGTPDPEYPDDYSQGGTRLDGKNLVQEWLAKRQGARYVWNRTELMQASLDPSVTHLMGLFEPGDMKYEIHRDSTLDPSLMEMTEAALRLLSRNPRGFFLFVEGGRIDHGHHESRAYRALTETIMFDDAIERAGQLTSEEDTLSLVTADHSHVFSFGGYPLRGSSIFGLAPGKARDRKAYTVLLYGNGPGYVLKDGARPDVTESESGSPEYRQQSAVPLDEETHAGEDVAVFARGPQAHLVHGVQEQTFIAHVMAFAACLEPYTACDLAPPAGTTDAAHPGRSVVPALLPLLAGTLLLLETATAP
ERa coact pot: enhances coactivator binding to human estrogen receptor alpha; coactivator binding (% of control), % at 25.6 µM; 86,000 tested, 1.3% active; TR-FRET ERalpha-LBD/SRC-Cy5 coactivator binding, 2 h; 100 = basal binding, no effect; AID 639; P03372; in the data active = activity above about 200%;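 also: binding measured in presence of low estradiol as agonist stimulus; 0% = peptide alone without receptor and 100% = receptor with peptide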
Target sequence (P03372 whole entry, looked up, the tested form may be a part): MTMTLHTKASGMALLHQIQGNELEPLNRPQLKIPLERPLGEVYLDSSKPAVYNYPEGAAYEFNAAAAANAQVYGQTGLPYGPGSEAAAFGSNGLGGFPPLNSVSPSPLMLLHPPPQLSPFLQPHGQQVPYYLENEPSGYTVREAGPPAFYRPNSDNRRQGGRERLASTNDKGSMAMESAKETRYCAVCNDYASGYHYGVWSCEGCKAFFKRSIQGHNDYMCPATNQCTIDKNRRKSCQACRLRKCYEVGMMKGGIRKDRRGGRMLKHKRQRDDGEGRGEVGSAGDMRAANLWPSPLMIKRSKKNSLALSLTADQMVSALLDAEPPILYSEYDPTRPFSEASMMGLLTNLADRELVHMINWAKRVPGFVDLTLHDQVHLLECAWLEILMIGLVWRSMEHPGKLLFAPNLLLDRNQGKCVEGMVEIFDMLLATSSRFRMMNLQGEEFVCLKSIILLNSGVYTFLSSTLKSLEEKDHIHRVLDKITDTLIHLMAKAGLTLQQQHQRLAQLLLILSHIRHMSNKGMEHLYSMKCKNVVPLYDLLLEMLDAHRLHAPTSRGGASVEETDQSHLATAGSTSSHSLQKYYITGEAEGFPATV
ERa SRC1 inh: ER-alpha (human) coactivator binding inhibition; P03372; inhibition, % at 25.6 µM; AID 629; TR-FRET ER-alpha LBD / SRC-1 peptide, estradiol-bound; 86,000 tested, 1.7% active; in the data active = inhibition above about 50%;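 also: 0% = receptor plus peptide control and 100% = peptide only without receptor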
CD11b adhes enh: CD11b/CD18-fibrinogen binding enhancement. P05107+P11215. K562 CD11b/CD18 adhesion to fibrinogen, ATPlite luminescence. activation, % at 10 µM. 93,000 tested, 0.07% active;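 active = 10 µM primary screen giving 50% or more activity, confirmed by 40% or more on retest at that dose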; also: strong numbers were not always called active; reference of the scale not given here
MT1-MMP txn act: activates MT1-MMP transcription | HT1080 MT1-MMP promoter luciferase reporter, luminescence, overnight; stronger effect = higher value | activation factor at 10 µM | 86,000 tested, 0.16% active;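 active = activation factor of at least 2 for MT1-MMP transcription at 10 µM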
CD11b adhes inh: inhibitors of human CD11b/CD18 binding to fibrinogen; P05107+P11215; K562 CD11b/CD18 adhesion to fibrinogen, ATPlite luminescence; Mn2+ added to activate the integrin; inhibition, % at 10 µM; 93,000 tested, 0.54% active;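 active = primary inhibition of 50% or more at 10 µM, then 40% or more on retest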; also: some results filed as inactive read as strong as hits
Ecoli WT expand: E. coli BW25113 growth inhibition, expanded screen | OD600 absorbance | growth inhibition, % at 100 µM | 98,000 tested, 0.15% active | AID 710;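 active = growth inhibition above about 50% at one test dose, limit read from the data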;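 also: growth measured after 20 h incubation at 37 °C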
ERb coact inh: blocks coactivator binding to human estrogen receptor beta | Q92731 | TR-FRET ER-beta LBD / SRC1-Cy5 peptide binding; receptor agonist-loaded with 1 µM estradiol | inhibition, % at 25.6 µM | 86,000 tested, 1.3% active | AID 633;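 active = compounds whose percent inhibition of the receptor-coactivator binding signal exceeds about 50% in the single-dose screen, limit read from the data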;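 also: 0% = receptor plus peptide wells without compound and 100% = peptide-only wells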
FAK blocker: inhibitors of human focal adhesion kinase; Q05397; biochemical FAK kinase activity assay; inhibition, %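 (tested at 7 µM)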; 97,000 tested, 0.84% active; AID 727; in the data active = inhibition above about 19%;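 also: 0% = DMSO and 100% = reference compound high control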
Starred values were filed as active, the others as inactive; nt = not tested or not shown; [ ] = remark or other dose.

Each structure is followed by: PLAP activator	ERa coact pot	ERa SRC1 inh	CD11b adhes enh	MT1-MMP txn act	CD11b adhes inh	Ecoli WT expand	ERb coact inh	FAK blocker
CC(C)NC(=O)Cn1c(SCC(=O)N2c3ccccc3CC2C)nc2ccccc21 (stereo unspecified)
    1	125	3	-3	1	-13	7	2	-11
COc1cc(CCC(=O)N2CCN(c3ccc(N4CCOCC4)nn3)CC2)cc(OC)c1OC
    1.5	112	-2	0	1.1	-6	-1	-9	-1
COC(=O)CSc1[nH]c(=O)cc(C)c1C#N
    0.9	102	0	-5	1	14	-4	-5	-7
CCc1nc(C)cn1S(=O)(=O)c1cc(Br)c(C)cc1OC
    1.3	122	-13	2	1	-1	2	-14	1
O=C(O)CSc1c2c(nc3cc(C(=O)N4CCOCC4)ccc13)CCCC2
    1.2	99	8	nt	1.1	nt	1	6	3
O=S(=O)(NCC1CCCO1)c1ccc(Oc2ccccc2)cc1 (stereo unspecified)
    1.4	110	-8	2	1.1	23	-5	-2	1
COc1ccccc1OCC(=O)NCc1ccco1
    0.9	112	2	-1	1.2	-2	-1	-4	-4
Cc1cc(=O)oc(C)c1C(=O)N1CCN(Cc2ccc3c(c2)OCO3)CC1
    1.2	99	-5[fluorescence artefact?]	0	1.1	-10	6	6[fluorescence artefact?]	-8
O=C(NCc1ccncc1)C12CC3CC(CC(C3)C1)C2
    1	121	-1[fluorescence artefact?]	-2	1.2	2	2	5[fluorescence artefact?]	-6
CCn1c(CNC(=O)c2cccc(C)c2)nnc1SCC(=O)Nc1cccc(OC)c1
    0.9	98	4	1	1.1	-6	7	1	5
CCOc1ccccc1NC(=O)CSc1nc(N)c(C#N)cc1C#N
    0.9	174[fluorescence artefact?]	13[fluorescence artefact?]	-4	0.9	0	-9	30[fluorescence artefact?]	-15
C/C(=N\O)c1ccccc1C(=O)O
    0.9	116	-5	-5	1.1	32	-1	-3	3
CCCCN1C(=O)N(C)C2NC(=O)NC21 (stereo unspecified)
    0.9	99	3	-1	1.1	1	-4	-5	-3
Cc1cccc(C)c1NC(=O)C/C(N)=N/O
    1	nt	nt	0	nt	-2	-2	nt	-3
COc1ccc(CCNC(=O)Cc2ccc(OCc3ccccc3)c(OC)c2[N+](=O)[O-])cc1OCc1ccccc1
    1.6	nt	nt	-2	nt	49	-21	nt	1
CCC(C)(C)n1nnnc1C(c1cc2cccc(C)c2[nH]c1=O)N1CCN(C(=O)c2ccco2)CC1 (stereo unspecified)
    1.5	101	3	-1	1	-11	1	-18[fluorescence artefact?]	7
CN(C)c1ccc(C(=O)NCC2CCCO2)cc1 (stereo unspecified)
    nt	112	-21	nt	1.8	nt	nt	-28[fluorescence artefact?]	-2
Cn1cc(S(=O)(=O)N2CCN(Cc3ccccc3)CC2)c(=O)n(C)c1=O
    0.9	111	-6	-6	1.1	-57	6	-12	-4
C(=N\n1cnnc1)/C1CCCCC1
    1	113	-8	-3	1.2	8	-6	-12	4
COCCNC(=O)c1cc(-c2ccc3c(c2)OCO3)on1
    0.8	101	2	-1	1	0	-3	-9	-5

Each structure is followed by: PLAP activator	ERa coact pot	ERa SRC1 inh	CD11b adhes enh	MT1-MMP txn act	CD11b adhes inh	Ecoli WT expand	ERb coact inh	FAK blocker
Cc1cccc2cc(CN(CCCN3CCOCC3)Cc3nnnn3C(C)(C)C)c(=O)[nH]c12
    1.6	93	-7	2	1.1	-12	9	-1	5
CC(C)Cn1c(-c2ccc(F)cc2)n[nH]c1=S
    1.9	99	-5	nt	1.2	nt	5	-10	4
Cc1cccc(Cn2nnc3c2C(=O)c2ccccc2C3=O)c1
    nt	95	18	nt	1.1	nt	nt	12	6
COC(=O)CN1C(=O)C(O)(CC(=O)c2ccc(C)cc2)c2ccccc21 (stereo unspecified)
    0.9	nt	nt	0	1	-24	2	nt	nt
Clc1ccc(Cc2noc(-c3cccs3)n2)cc1
    0.9	86	-8	-2	1.9	-10	-7	-11	nt
O=c1[nH]cnc2nn(-c3ccccc3)nc12
    1	110	3	-4	1.4	11	-18	5	nt
COc1ccc(CN2CCn3ncc(C(=O)Nc4cccc(C)c4)c3C2=O)cc1
    0.9	128	-9	-6	1.2	6	-20	20	-2
N#Cc1c(NC(=O)CN2C(=O)c3ccccc3C2=O)oc(-c2ccccc2)c1-c1ccccc1
    nt	92	-6	nt	1.1	nt	nt	-5	-2
O=C(CC1C(=O)N(c2ccccc2)C(=O)N1C1CCCCC1)Nc1ccccc1 (stereo unspecified)
    1.7	114	4[fluorescence artefact?]	2	1.1	15	1	6	-2
O=C(NCc1ccc(F)cc1)C(c1ccccc1)N(CC1CCCO1)C(=O)Cn1nnc2ccccc21 (stereo unspecified)
    nt	111[fluorescence artefact?]	32	nt	1.2	nt	nt	11[fluorescence artefact?]	-1
Cc1ccc(-c2noc(-c3cccs3)n2)cc1
    1.1	101	-10	0	0.6	48	3	-4[fluorescence artefact?]	nt
CC(C)(C)NC(=O)CSc1nncn1-c1ccccc1
    1	99	2	-2	1.2	-14	-11	4	-4
CCOC(=O)Cn1c(=O)oc2cc(S(=O)(=O)NCc3ccccn3)ccc21
    2*	118	-11	-2	1.1	-6	-1	-14	0
Cc1ccc(NS(=O)(=O)c2ccc(NS(=O)(=O)c3cccs3)cc2)cc1
    1.1	89	15	-6	1.1	9	2	-4	4
Cn1nnc2c(NCc3ccco3)nccc21
    0.9	91	8[fluorescence artefact?]	0	1	-4	9	13	0
CCOCCCNS(=O)(=O)c1ccc2c(c1)CCN2C(=O)CC
    1	101	-6[fluorescence artefact?]	1	nt	-1	4	2	1
COc1cccc(-c2cnc(NCc3cc(Cl)ccc3O)n2C)c1
    nt	98[fluorescence artefact?]	-31[fluorescence artefact?]	5	1.1	-19	21	-12	7
CCSc1nc2cc(OC)c(OC)cc2c(=O)n1CCc1ccccc1
    1.2	120	-4	13	1.2	2	-14	-9	3
CCCCCn1c(CN2CCN(c3cccc(Cl)c3)CC2)nc2c1c(=O)[nH]c(=O)n2C
    1.9	91	8	0	1.3	-13	1	-8	1
O=S1(=O)CCN2C=C(Br)C=C(Br)C2=N1
    1.1	94	-1	3	1	-7	0	-2[fluorescence artefact?]	-1

Already shown: an excerpt of the list.
Each structure is followed by: PLAP activator	ERa coact pot	ERa SRC1 inh	CD11b adhes enh	MT1-MMP txn act	CD11b adhes inh	Ecoli WT expand	ERb coact inh	FAK blocker
CCCCCn1c(CN2CCN(c3cccc(Cl)c3)CC2)nc2c1c(=O)[nH]c(=O)n2C
    1.9	91	8	0	1.3	-13	1	-8	1
O=S1(=O)CCN2C=C(Br)C=C(Br)C2=N1
    1.1	94	-1	3	1	-7	0	-2[fluorescence artefact?]	-1

New compounds follow:
Each structure is followed by: PLAP activator	ERa coact pot	ERa SRC1 inh	CD11b adhes enh	MT1-MMP txn act	CD11b adhes inh	Ecoli WT expand	ERb coact inh	FAK blocker
CCOC(=O)CSC1=C(C#N)C(=O)NC2(CCCCC2)S1
    1.3	126	-11	4	1.2	-13	2	-7	-2
CCOC(=O)c1sc(C(=O)OCC)c(OCCO)c1OCCO
    1.1	111	-26	-1	1.2	-5	5	-31	-7
Cc1ccc(N2C(=O)N(CC(=O)NC(c3ccccc3)c3ccccc3)C(=O)C2C)cc1 (stereo unspecified)
    0.9	118	-9	3	nt	-34	-14	-2	0
Cc1cc(Oc2ccccc2)nc(N2CCOCC2)n1
    1.8	110	2	3	1.1	-39	-6	0	1
C/C(=C\C(=O)c1ccc(C)cc1)Nc1ccc(N2CCOCC2)cc1
    0.9	nt	nt	-2	nt	-6	-17	nt	-2
COC(=O)c1ccccc1S(=O)(=O)N(CCCO)Cc1cc2c(C)ccc(C)c2[nH]c1=O
    1.5	103	-13	-1	1.2	14	-3	-11	0
COc1ccc2[nH]c(C)c(CN3CCCCC3)c(=O)c2c1
    1.2	125	-2	-1	1.1	-1	nt	0	nt
NS(=O)(=O)c1cc2c(cc1Cl)NC(C1C[C@H]3C=C[C@@H]1C3)NS2(=O)=O (stereo partly specified)
    nt	106	-4	nt	1.1	nt	nt	-6	nt
COC(=O)CSc1nnc2c3c4c(sc3nc(-n3nc(C)cc3C)n12)COC(C)(C)C4
    1.7	100[fluorescence artefact?]	9	-5	1.2	8	-1	10[fluorescence artefact?]	0
O=S(=O)(c1cccc2nsnc12)N1CCN(C/C=C\c2ccccc2)CC1
    1.5	101	7	2	1.1	0	-5	1	3
Cc1ccc2[nH]c(=O)c(CN(Cc3ccco3)S(=O)(=O)c3c(C)ccc4nsnc34)cc2c1
    1.1	105	5	1	1	-2	-5	-1	1
Cc1ccccc1NS(=O)(=O)c1ccc2[nH]cc(C(=O)N(C)Cc3ccco3)c(=O)c2c1
    1.2	nt	nt	2	1	15	2	nt	10
O=C(NCCc1ccc(S(=O)(=O)N2CCCC2)cc1)c1cccs1
    0.8	120	-6	0	1.1	-8	-1	2[fluorescence artefact?]	6
Cc1cc(C)cc(NC(=O)CN(C)S(=O)(=O)c2cccc3nsnc23)c1
    1	101	-1[fluorescence artefact?]	-2	1.2	4	-15	2[fluorescence artefact?]	1
COc1ccc(S(=O)(=O)N(C)CC(=O)NCCC2=CCCCC2)cc1C
    1.8	83	0	1	1.1	-2	-2	-1	1
Cn1c(SCc2ccc(Cl)cc2Cl)nc(C(F)(F)F)cc1=O
    1.2	nt	nt	-3	nt	11	-11	nt	-4
O=C(Nc1ccc2oc(-c3ccccc3F)nc2c1)c1cncc(Br)c1
    1.4	164	54*	64	1	0	-1	28[fluorescence artefact?]	15
CS(=O)(=O)N(CC(=O)N1CCCCC1)C1CCCCC1
    1.1	119	3	-6	1.1	5	5	-12	1
COc1ccc(/C(O)=C2/C(=O)C(=O)N(CCCC(=O)O)C2c2ccc(OC)cc2)cc1 (stereo unspecified)
    1.1	143	-4	-3	1.2	0	-2	-4	-4
Cc1cc(C)nc(NC(=O)c2ccc(C)c([N+](=O)[O-])c2)n1
    0.9	nt	nt	-6	nt	-3	-6	nt	0

Each structure is followed by: PLAP activator	ERa coact pot	ERa SRC1 inh	CD11b adhes enh	MT1-MMP txn act	CD11b adhes inh	Ecoli WT expand	ERb coact inh	FAK blocker
O=C(CSc1nc2ccccc2c(=O)n1Cc1ccco1)N1CCCCCC1
    1.1	106	14[fluorescence artefact?]	-2	0.9	9	-15	3[fluorescence artefact?]	36*
NC(=O)C1CCN(CCC(=O)Nc2cccc(Cl)c2)CC1
    1.1	115[fluorescence artefact?]	-2	0	1.2	-6	-1	-4	nt
CCc1nnc(NC(=O)CCC(=O)NC2CCCCC2)s1
    0.9	116	-7	-1	1.3	-25	4	-11	1
CCOC(=O)C1CCN(C(=O)CCc2ccccc2)CC1
    1.1	108	9	6	1.1	-52	-3	-2	-12
O=C(NCCN1C(=O)C2C3C=CC(C3)C2C1=O)Nc1ccccn1 (stereo unspecified)
    1.1	92[fluorescence artefact?]	-4	-2	1.1	-16	nt	2	nt
COc1cc2nc(NCCN3CCOCC3)n3nc(-c4ccccc4)nc3c2cc1OC
    nt	108[fluorescence artefact?]	-3	nt	1.1	nt	nt	-8	nt
COc1ccc(C2CC(c3ccccc3Cl)Nc3ncnn32)cc1OC (stereo unspecified)
    1.9	97	8	0	1	7	-6	4	4
O=c1[nH]c2c(s1)C(c1ccccc1)C1C3CCC(C3)C1S2 (stereo unspecified)
    0.9	181	16	3	nt	-4	-10	19	-1
Cc1ccc(SCC(=O)Nc2ncc(C)s2)cc1
    1.1	96	2	nt	1.1	nt	17	-8	7
COc1ccc(C(=O)n2nc(-c3ccccc3)nc2N)cc1OC
    1	96[fluorescence artefact?]	-3	2	1.2	21	-14	6	1
COc1ccc(OCCOC(=O)c2cccc(-n3cnnn3)c2)cc1
    1.1	117	-7	-2	1.2	-38	-2	-7	2
CCOC(=O)c1c(-c2ccc(F)cc2)cn2ccccc12
    0.9	nt	nt	-1	nt	13	-2	nt	4
NC(=O)C(Cc1ccccc1)NS(=O)(=O)c1ccc(N2CCCC2=O)cc1 (stereo unspecified)
    0.9	112	-2	1	1.1	-18	7	-7	1
Cn1nnnc1SCCNCc1ccc(Cl)cc1
    1	98	1	-4	1.1	-2	8	1	1
Cc1nn(Cc2ccc(F)cc2)c(C)c1NC(=O)c1cc(-c2ccco2)on1
    1	104	3	-3	1.2	2	-16	-3	4
O=C(c1c(F)c(F)c(F)c(F)c1F)N1CCc2ccccc21
    nt	114	0	nt	1	nt	nt	-4	0

High-throughput results (PubChem BioAssay)
